Compound activity from PubChem.
IL1B NFkB inh: blocks IL-1B driven NFkB nuclear translocation in HUVEC cells. HUVEC IL-1B NFkB p65 nuclear translocation imaging. inhibition, % at 2 µM. AID 796. 94,000 tested, 0.43% active;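 active = inhibition above about 30% together with a positive call from visual inspection of the well image, limit read from the data; inconclusive = inhibition above a set limit but visual check negative; inactive = inhibition not above a set limit, visual check negative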;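 also: nuclear over cytoplasmic p65 intensity ratio measured by imaging; 0% = IL-1B stimulated DMSO wells and 100% = unstimulated DMSO wells; values of inactives mirror those of a sister screen read the other way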
Bcl-B displacement: displacers of TR3 peptide from Bcl-B, primary screen, selectivity assay for Bfl-1 inhibitor project, biochemical, fluorescence polarization; FP displacement of FITC-TR3 peptide from Bcl-B; higher % means a stronger effect; AID 748; displacement, % at 20 µM, or IC50 in µM where a hit was titrated; 96,000 tested, 0.11% active;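 active = displacement above 50% at 20 µM plus a fluorescence interference ratio under 1.5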;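 also: plate controls were wells without compound for no effect and wells lacking Bcl-B protein for full effect; a part of the inactive calls stands beside numbers as strong as those of hits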
IL1B NFkB pot: enhances IL-1B driven NFkB nuclear translocation | HUVEC IL-1B NFkB p65 nuclear translocation imaging | activation, % at 2 µM | 94,000 tested, 0.3% active;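 active = activation above 40%, about the mean plus 3 SD, also judged a hit on visual image review; inconclusive = activation above 40% but not a hit on visual review; inactive = activation not above 40% and no visual hit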;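 also: percent activation is computed from the nuclear over cytoplasmic p65 intensity ratio; values of inactives mirror those of a sister screen read the other way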
MRP resist rev: MRP-mediated drug resistance reversal | 85,000 tested, 0.04% active | H69AR cells + 2 uM doxorubicin, CellTiter-Glo, 72 h | differential viability (reversal), % at 10 µM;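 active = viability drop by adding the cancer drug above about 55%, with treated viability meeting a 40% cutoff, limit read from the data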;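 also: viability without doxorubicin minus viability with 2 µM doxorubicin for each compound; larger differential means the compound sensitizes cells more to doxorubicin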
PLAP inhibition: PLAP enzyme inhibitors, biochemical, luminescence, HTS (AID 690); purified PLAP, luminescent substrate; higher % means a stronger effect; one-dose inhibition, % at 20 µM; IC50 in µM for titrated hits; 96,000 tested, 0.08% active; in the data active = a potency from the dose series; inactive = the rest, 99 in 100 with inhibition below about 30%; also: strong numbers were not always called active
MRP resist rev cytotoxicity: further read-out of MRP resist rev, marked with its call; viability, %; H69AR cells, CellTiter-Glo, 72 h; measured here: cytotoxicity without doxorubicin
MRP resist rev with doxorubicin: further read-out of MRP resist rev, marked with its call; viability, %; measured here: viability with 2 uM doxorubicin; stronger effect = lower value
IL1B NFkB inh cell count 2 µM: recorded beside IL1B NFkB inh, whose call it bears; cell count; measured here: cells passing quality filter;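 raw number of nuclei counted in each imaged well without normalization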
IL1B NFkB pot cell count 2 µM: also measured in IL1B NFkB pot; calls as there; cell count; measured here: cells passing quality filter
Numbers without * were called inactive. Only part of the results is shown, so the mix of outcomes need not match the whole.

What do the screens show for `CCc1ccccc1NC(=O)CSc1nc2c(c(-c3ccco3)c1C#N)CCCC2`?
IL1B NFkB inh: 6; Bcl-B displacement: -22%; IL1B NFkB pot: -6; MRP resist rev: 2; PLAP inhibition: 18%; MRP resist rev cytotoxicity: 54; MRP resist rev with doxorubicin: 52; IL1B NFkB inh cell count 2 µM: 133; IL1B NFkB pot cell count 2 µM: 133

What do the screens show for `CCc1ccc(C(=O)CCC2CCCCC2=O)cc1` (stereo not drawn)?
IL1B NFkB inh: -6; Bcl-B displacement: -10%; IL1B NFkB pot: 6; MRP resist rev: -1; PLAP inhibition: 8%; MRP resist rev cytotoxicity: 70; MRP resist rev with doxorubicin: 71; IL1B NFkB inh cell count 2 µM: 154; IL1B NFkB pot cell count 2 µM: 154

Results for O=C(C1COc2ccccc2O1)N1CCc2ccccc21 (stereo not drawn) ?
IL1B NFkB inh: -2; Bcl-B displacement: 41%; IL1B NFkB pot: 3; MRP resist rev: -2; PLAP inhibition: 20%; MRP resist rev cytotoxicity: 85; MRP resist rev with doxorubicin: 87; IL1B NFkB inh cell count 2 µM: 181; IL1B NFkB pot cell count 2 µM: 181

How did COc1cccc(C2CC(c3c(Cl)cccc3Cl)n3nc(N)nc3N2)c1 (stereo not drawn) do in these assays?
IL1B NFkB inh: 7; Bcl-B displacement: 3%; IL1B NFkB pot: -7; MRP resist rev: 0; PLAP inhibition: -11%; MRP resist rev cytotoxicity: 85; MRP resist rev with doxorubicin: 84; IL1B NFkB inh cell count 2 µM: 58; IL1B NFkB pot cell count 2 µM: 58

Results for CCn1c(Cn2nnc(-c3ccccc3)n2)nnc1SCC(=O)Nc1cccc(C(C)=O)c1 ?
IL1B NFkB inh: -6; Bcl-B displacement: 3%; IL1B NFkB pot: 6; MRP resist rev: 10; PLAP inhibition: -44%; MRP resist rev cytotoxicity: 88; MRP resist rev with doxorubicin: 78; IL1B NFkB inh cell count 2 µM: 114; IL1B NFkB pot cell count 2 µM: 114

What do the screens show for `COc1ccc(CCNC(=O)Cn2c(=O)oc3ccccc32)cc1OC`?
IL1B NFkB inh: 1; Bcl-B displacement: 27%; IL1B NFkB pot: -1; MRP resist rev: 7; PLAP inhibition: 5%; MRP resist rev cytotoxicity: 93; MRP resist rev with doxorubicin: 86; IL1B NFkB inh cell count 2 µM: 91; IL1B NFkB pot cell count 2 µM: 91

How did Cc1nonc1NC(=O)CSc1ccc(-c2ccccc2)nn1 do in these assays?
IL1B NFkB inh: -12; Bcl-B displacement: 1%; IL1B NFkB pot: 12; MRP resist rev: -4; PLAP inhibition: 2%; MRP resist rev cytotoxicity: 91; MRP resist rev with doxorubicin: 95; IL1B NFkB inh cell count 2 µM: 82; IL1B NFkB pot cell count 2 µM: 82

What do the screens show for `CCC(=O)NC1=C(NC(C)c2ccccc2)C(=O)c2ccccc2C1=O` (stereo not drawn)?
IL1B NFkB inh: 4; Bcl-B displacement: 26%; IL1B NFkB pot: -4; PLAP inhibition: 4%; IL1B NFkB inh cell count 2 µM: 147; IL1B NFkB pot cell count 2 µM: 147

How did CCOC(=O)N1CCN(C(=O)COc2ccc(Br)cc2)CC1 do in these assays?
IL1B NFkB inh: -4; Bcl-B displacement: 9%; IL1B NFkB pot: 4; MRP resist rev: 6; PLAP inhibition: -19%; MRP resist rev cytotoxicity: 104; MRP resist rev with doxorubicin: 98; IL1B NFkB inh cell count 2 µM: 95; IL1B NFkB pot cell count 2 µM: 95

What do the screens show for `c1ccc(N(c2ccccc2)c2nc(-n3ccnc3)nc(-n3ccnc3)n2)cc1`?
IL1B NFkB inh: -17; Bcl-B displacement: 5%; IL1B NFkB pot: 17; MRP resist rev: -10; PLAP inhibition: 6%; MRP resist rev cytotoxicity: 50; MRP resist rev with doxorubicin: 60; IL1B NFkB inh cell count 2 µM: 89; IL1B NFkB pot cell count 2 µM: 89

What do the screens show for `COC(=O)Nc1ccc(C)cc1NC(=O)OC`?
IL1B NFkB inh: -12; Bcl-B displacement: -2%; IL1B NFkB pot: 12; MRP resist rev: -1; PLAP inhibition: 6%; MRP resist rev cytotoxicity: 92; MRP resist rev with doxorubicin: 93; IL1B NFkB inh cell count 2 µM: 140; IL1B NFkB pot cell count 2 µM: 140

How did O=C1C=C(c2ccc(Cl)cc2)C(=O)N1Nc1ccccc1 do in these assays?
IL1B NFkB inh: -12; Bcl-B displacement: -8%; IL1B NFkB pot: 12; MRP resist rev: -1; PLAP inhibition: 14%; MRP resist rev cytotoxicity: 1; MRP resist rev with doxorubicin: 2; IL1B NFkB inh cell count 2 µM: 177; IL1B NFkB pot cell count 2 µM: 177

Pulled one by one from above, 3 records:
What do the screens show for `c1ccc(N(c2ccccc2)c2nc(-n3ccnc3)nc(-n3ccnc3)n2)cc1`?
IL1B NFkB inh: -17; Bcl-B displacement: 5%; IL1B NFkB pot: 17; MRP resist rev: -10; PLAP inhibition: 6%; MRP resist rev cytotoxicity: 50; MRP resist rev with doxorubicin: 60; IL1B NFkB inh cell count 2 µM: 89; IL1B NFkB pot cell count 2 µM: 89

What do the screens show for `COC(=O)Nc1ccc(C)cc1NC(=O)OC`?
IL1B NFkB inh: -12; Bcl-B displacement: -2%; IL1B NFkB pot: 12; MRP resist rev: -1; PLAP inhibition: 6%; MRP resist rev cytotoxicity: 92; MRP resist rev with doxorubicin: 93; IL1B NFkB inh cell count 2 µM: 140; IL1B NFkB pot cell count 2 µM: 140

What do the screens show for `CCC(=O)NC1=C(NC(C)c2ccccc2)C(=O)c2ccccc2C1=O` (stereo not drawn)?
IL1B NFkB inh: 4; Bcl-B displacement: 26%; IL1B NFkB pot: -4; PLAP inhibition: 4%; IL1B NFkB inh cell count 2 µM: 147; IL1B NFkB pot cell count 2 µM: 147

Other structures follow:
What do the screens show for `CNc1ccc(Br)cc(C(=O)/C=C/c2cccc(OC)c2)c1=O`?
IL1B NFkB inh: -3; IL1B NFkB pot: 3; MRP resist rev: -3; MRP resist rev cytotoxicity: 0; MRP resist rev with doxorubicin: 2; IL1B NFkB inh cell count 2 µM: 135; IL1B NFkB pot cell count 2 µM: 135

How did CN(C)S(=O)(=O)c1cccc(NC(=O)COC(=O)c2ccc(Br)o2)c1 do in these assays?
IL1B NFkB inh: -8; Bcl-B displacement: -2%; IL1B NFkB pot: 8; MRP resist rev: 1; PLAP inhibition: 18%; MRP resist rev cytotoxicity: 92; MRP resist rev with doxorubicin: 91; IL1B NFkB inh cell count 2 µM: 147; IL1B NFkB pot cell count 2 µM: 147

What do the screens show for `O=C(CN1CCOc2ccccc21)NC1CCCCCCC1`?
IL1B NFkB inh: -8; IL1B NFkB pot: 8; MRP resist rev: 2; MRP resist rev cytotoxicity: 94; MRP resist rev with doxorubicin: 93; IL1B NFkB inh cell count 2 µM: 185; IL1B NFkB pot cell count 2 µM: 185

How did O=C1N(CN2C(=O)C3(OCCO3)c3ccccc32)c2ccccc2C12OCCO2 do in these assays?
IL1B NFkB inh: -12; Bcl-B displacement: -1%; IL1B NFkB pot: 12; MRP resist rev: -1; PLAP inhibition: 10%; MRP resist rev cytotoxicity: 68; MRP resist rev with doxorubicin: 69; IL1B NFkB inh cell count 2 µM: 123; IL1B NFkB pot cell count 2 µM: 123

Results for CCOc1ccc(-n2cc(C(=O)NC(C)C)c3cc(OC)c(OC)cc3c2=O)cc1 ?
IL1B NFkB inh: 1; Bcl-B displacement: -10%; IL1B NFkB pot: -1; MRP resist rev: -3; PLAP inhibition: -24%; MRP resist rev cytotoxicity: 84; MRP resist rev with doxorubicin: 87; IL1B NFkB inh cell count 2 µM: 149; IL1B NFkB pot cell count 2 µM: 149

How did COC(=O)COc1ccc2oc(=O)cc(C)c2c1 do in these assays?
IL1B NFkB inh: -21; Bcl-B displacement: 0%; IL1B NFkB pot: 21; MRP resist rev: 8; PLAP inhibition: 7%; MRP resist rev cytotoxicity: 92; MRP resist rev with doxorubicin: 83; IL1B NFkB inh cell count 2 µM: 144; IL1B NFkB pot cell count 2 µM: 144

What do the screens show for `CC1(C)NC(=O)N(CC(O)CN2CCOCC2)C1=O` (stereo not drawn)?
IL1B NFkB inh: 10; Bcl-B displacement: -3%; IL1B NFkB pot: -10; MRP resist rev: -6; PLAP inhibition: 6%; MRP resist rev cytotoxicity: 95; MRP resist rev with doxorubicin: 100; IL1B NFkB inh cell count 2 µM: 124; IL1B NFkB pot cell count 2 µM: 124

What do the screens show for `Cc1ccc2c(c1)nnn2C1CCN(CC(=O)NCCc2ccccc2)CC1`?
IL1B NFkB inh: -13; Bcl-B displacement: -7%; IL1B NFkB pot: 13; MRP resist rev: 3; PLAP inhibition: -38%; MRP resist rev cytotoxicity: 94; MRP resist rev with doxorubicin: 92; IL1B NFkB inh cell count 2 µM: 151; IL1B NFkB pot cell count 2 µM: 151

How did CC(=O)N1CCc2cc(Br)cc(S(=O)(=O)NCc3ccccn3)c21 do in these assays?
IL1B NFkB inh: -29; Bcl-B displacement: -5%; IL1B NFkB pot: 29; MRP resist rev: 3; PLAP inhibition: -9%; MRP resist rev cytotoxicity: 104; MRP resist rev with doxorubicin: 101; IL1B NFkB inh cell count 2 µM: 94; IL1B NFkB pot cell count 2 µM: 94

Results for O=C(/C=C/c1ccc([N+](=O)[O-])cc1)Nc1cccnc1 ?
IL1B NFkB inh: -5; Bcl-B displacement: 5%; IL1B NFkB pot: 5; PLAP inhibition: 7%; IL1B NFkB inh cell count 2 µM: 180; IL1B NFkB pot cell count 2 µM: 180

Results for O=c1nc(-c2ccccc2)n(-c2ccccc2)c2ncccc12 ?
IL1B NFkB inh: 15; Bcl-B displacement: -14%; IL1B NFkB pot: -15; PLAP inhibition: -7%; IL1B NFkB inh cell count 2 µM: 122; IL1B NFkB pot cell count 2 µM: 122

Results for CN1C(=O)Cc2cc(S(=O)(=O)N3CCOCC3)ccc21 ?
IL1B NFkB inh: -14; Bcl-B displacement: 2%; IL1B NFkB pot: 14; MRP resist rev: 13; PLAP inhibition: -56%; MRP resist rev cytotoxicity: 104; MRP resist rev with doxorubicin: 91; IL1B NFkB inh cell count 2 µM: 180; IL1B NFkB pot cell count 2 µM: 180

What do the screens show for `CCc1nnc(NC(=O)CSc2nnc(-c3c[nH]c4ccccc34)n2CCOC)s1`?
IL1B NFkB inh: 2; Bcl-B displacement: -3%; IL1B NFkB pot: -2; MRP resist rev: 3; PLAP inhibition: -20%; MRP resist rev cytotoxicity: 83; MRP resist rev with doxorubicin: 80; IL1B NFkB inh cell count 2 µM: 105; IL1B NFkB pot cell count 2 µM: 105

What do the screens show for `Cc1cc(Nc2ccc3c(c2)OCCO3)n2nc(C)nc2n1`?
IL1B NFkB inh: 3; Bcl-B displacement: -13%; IL1B NFkB pot: -3; MRP resist rev: -1; PLAP inhibition: -52%; MRP resist rev cytotoxicity: 70; MRP resist rev with doxorubicin: 71; IL1B NFkB inh cell count 2 µM: 148; IL1B NFkB pot cell count 2 µM: 148

Results for COc1ccc(OC)c(N(CC(=O)Nc2ccccc2)S(C)(=O)=O)c1 ?
IL1B NFkB inh: -40; Bcl-B displacement: -14%; IL1B NFkB pot: inconclusive; PLAP inhibition: 10%; IL1B NFkB inh cell count 2 µM: 101

Results for CC(=O)N(CCc1ccccc1C)Cc1cc2cc3c(cc2[nH]c1=O)OCO3 ?
IL1B NFkB inh: 2; Bcl-B displacement: -2%; IL1B NFkB pot: -2; MRP resist rev: 16; PLAP inhibition: -5%; MRP resist rev cytotoxicity: 72; MRP resist rev with doxorubicin: 56; IL1B NFkB inh cell count 2 µM: 164; IL1B NFkB pot cell count 2 µM: 164
